PrPC TRFRET = cell surface PrPC inhibition, primary TR-FRET screen. inhibition, % at 13.8 µM. AID 720596. TR-FRET read-out. P04156. 370,000 compounds, 0.43% hits; in the data active means inhibition above about 24%; further: 0% = median of the test wells and 100% = reference compound wells
FadD28 FP inh = M. tuberculosis FadD28 bisubstrate binding inhibition | AID 588549 | inhibition, % at 12.5 µM | FadD28 bisubstrate probe binding, fluorescence polarization | 360,000 compounds, 0.22% hits; in the data active means inhibition above about 8.5%, passing the limit was not always enough; inconclusive means no clear call, values can overlap the other calls
TcdB inh = blocks C. difficile toxin B glycohydrolase activity; P18177; TcdB glycohydrolase enzymatic assay, plate reader; inhibition, % at 9.99 µM; 350,000 compounds, 0.24% hits; AID 652162; in the data active means inhibition above about 10%
Target sequence (P18177 whole entry, looked up): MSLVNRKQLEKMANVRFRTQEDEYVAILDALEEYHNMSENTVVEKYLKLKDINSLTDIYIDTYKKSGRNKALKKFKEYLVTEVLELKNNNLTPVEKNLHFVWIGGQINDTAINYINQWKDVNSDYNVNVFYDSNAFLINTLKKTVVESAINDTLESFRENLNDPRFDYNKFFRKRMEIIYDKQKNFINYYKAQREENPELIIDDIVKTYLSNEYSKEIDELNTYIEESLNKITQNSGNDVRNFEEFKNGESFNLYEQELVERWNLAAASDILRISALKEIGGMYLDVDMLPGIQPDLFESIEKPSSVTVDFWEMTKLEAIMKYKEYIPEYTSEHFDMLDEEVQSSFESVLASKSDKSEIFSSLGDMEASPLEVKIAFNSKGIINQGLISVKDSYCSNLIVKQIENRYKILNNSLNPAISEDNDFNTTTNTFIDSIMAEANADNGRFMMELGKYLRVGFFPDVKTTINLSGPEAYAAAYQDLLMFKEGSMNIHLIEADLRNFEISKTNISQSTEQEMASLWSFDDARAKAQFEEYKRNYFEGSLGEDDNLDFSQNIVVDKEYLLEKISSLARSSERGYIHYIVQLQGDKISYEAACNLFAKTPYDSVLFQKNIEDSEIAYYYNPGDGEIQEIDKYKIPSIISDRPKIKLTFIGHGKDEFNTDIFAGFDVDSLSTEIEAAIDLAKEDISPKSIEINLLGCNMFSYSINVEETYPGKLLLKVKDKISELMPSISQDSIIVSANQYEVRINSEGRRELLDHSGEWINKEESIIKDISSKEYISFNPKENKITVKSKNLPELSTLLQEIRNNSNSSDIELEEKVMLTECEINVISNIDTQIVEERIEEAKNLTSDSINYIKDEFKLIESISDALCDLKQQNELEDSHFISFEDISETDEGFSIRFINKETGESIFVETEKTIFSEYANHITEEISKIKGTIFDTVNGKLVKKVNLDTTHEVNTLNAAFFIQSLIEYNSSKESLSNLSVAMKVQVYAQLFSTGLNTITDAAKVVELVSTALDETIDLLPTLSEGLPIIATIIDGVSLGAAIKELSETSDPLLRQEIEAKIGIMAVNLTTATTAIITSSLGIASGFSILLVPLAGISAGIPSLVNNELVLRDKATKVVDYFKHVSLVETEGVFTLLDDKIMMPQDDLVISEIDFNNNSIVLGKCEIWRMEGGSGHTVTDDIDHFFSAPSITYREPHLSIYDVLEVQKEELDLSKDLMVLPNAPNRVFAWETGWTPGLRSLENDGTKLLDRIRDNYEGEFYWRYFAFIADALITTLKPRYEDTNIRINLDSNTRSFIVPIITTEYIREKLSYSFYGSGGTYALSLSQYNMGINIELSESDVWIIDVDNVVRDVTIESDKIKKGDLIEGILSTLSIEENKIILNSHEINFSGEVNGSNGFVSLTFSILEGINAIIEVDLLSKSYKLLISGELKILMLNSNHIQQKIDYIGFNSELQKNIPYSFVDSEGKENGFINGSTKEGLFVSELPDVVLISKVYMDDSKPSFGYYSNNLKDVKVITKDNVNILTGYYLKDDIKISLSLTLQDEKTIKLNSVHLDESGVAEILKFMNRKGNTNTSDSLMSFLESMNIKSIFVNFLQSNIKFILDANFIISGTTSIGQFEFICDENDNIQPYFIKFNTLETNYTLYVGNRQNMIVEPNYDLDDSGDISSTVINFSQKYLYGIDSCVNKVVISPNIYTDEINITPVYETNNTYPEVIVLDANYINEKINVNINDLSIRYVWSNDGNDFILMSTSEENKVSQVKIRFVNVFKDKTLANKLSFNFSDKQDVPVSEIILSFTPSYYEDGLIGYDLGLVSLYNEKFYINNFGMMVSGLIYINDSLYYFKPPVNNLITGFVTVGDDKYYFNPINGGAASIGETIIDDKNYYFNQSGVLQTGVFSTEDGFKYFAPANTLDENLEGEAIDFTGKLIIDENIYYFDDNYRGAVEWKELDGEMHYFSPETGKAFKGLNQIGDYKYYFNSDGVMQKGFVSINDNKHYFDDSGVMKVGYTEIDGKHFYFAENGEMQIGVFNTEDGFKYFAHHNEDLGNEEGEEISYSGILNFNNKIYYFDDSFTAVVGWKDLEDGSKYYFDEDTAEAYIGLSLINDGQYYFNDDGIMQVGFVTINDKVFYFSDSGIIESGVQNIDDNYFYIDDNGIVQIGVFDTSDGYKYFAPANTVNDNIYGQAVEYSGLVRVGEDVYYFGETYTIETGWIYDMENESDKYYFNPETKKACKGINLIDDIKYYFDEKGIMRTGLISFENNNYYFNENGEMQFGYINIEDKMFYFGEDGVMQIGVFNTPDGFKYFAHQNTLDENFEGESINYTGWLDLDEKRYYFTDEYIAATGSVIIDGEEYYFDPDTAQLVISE
BoNT A protease = blocks Botulinum neurotoxin A light chain protease; multiplex microsphere protease substrate cleavage, flow cytometry; inhibition, % at 10 µM; 360,000 compounds, 0.17% hits; AID 588499; further: plate controls were buffer without enzyme for full effect and enzyme alone for no effect
Y pestis TopoI = blocks Yersinia pestis topoisomerase I activity; activity, % at 10 µM; Y. pestis Topo-I cleavage product accumulation, plate reader; 360,000 compounds, 0.064% hits; AID 504884; in the data active means activity above about 50%, passing the limit was not always enough; inconclusive means no clear call, values can overlap the other calls; further: inactives centre near 2
BoNT F protease = blocks Botulinum neurotoxin F light chain protease | Multiplex microsphere protease cleavage assay, flow cytometry | inhibition, % at 10 µM | 360,000 compounds, 0.22% hits | AID 588497; in the data active means inhibition above about 35%, passing the limit was not always enough; inconclusive means no clear call, values can overlap the other calls; further: plate controls were buffer without enzyme for full effect and enzyme alone for no effect
CCHFV vOTU inh = blocks the CCHF virus ovarian tumor domain protease; CCHFV vOTU protease, Pep-AMC fluorescence; inhibition, % at 11.5 µM; 370,000 compounds, 0.55% hits; AID 651958; in the data active means inhibition above about 30%; further: 0% = vehicle wells with enzyme and 100% = no enzyme wells
PfHsp40 rescue = compounds rescuing yeast from Plasmodium falciparum HSP40 toxicity. S. cerevisiae expressing PfHsp40, growth rescue, ATP luminescence. growth rescue, % at 12.5 µM. 340,000 compounds, 0.68% hits; in the data active means growth rescue above about 28%, passing the limit was not always enough; inconclusive means no clear call, values can overlap the other calls;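 further: yeast W303a lacking pdr1 and pdr3 grown in galactose medium; growth measured after three days at 30 °C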
Anthrax LF inh2 = anthrax lethal factor protease inhibition; P15917; inhibition, % at 10 µM; multiplex microsphere protease cleavage assay, LF; 360,000 compounds, 0.12% hits; AID 588501; further: plate controls were buffer without enzyme for full effect and enzyme alone for no effect
Numbers without * were called inactive; ? = inconclusive; . = no result given. Unless noted, no stated cut-off is given here; in the data, active means inhibition above about 30%; inconclusive means no clear call, values can overlap the other calls; inactive means below that.

1: CC(Sc1ccc(S(=O)(=O)N2CCCC2)cn1)C(N)=O (stereo not given)
2: CC(=O)Oc1c(C)cc(Cl)cc1C(=O)Nc1ccc([N+](=O)[O-])cc1Cl
3: Cc1ccc(C(=O)N2CCCC2(C)C(=O)NCC(C)C)cc1F (stereo not given)
4: COC(=O)c1sc(NC(=O)c2ccc([N+](=O)[O-])o2)c(C#N)c1C
5: O=C(CCNS(=O)(=O)c1ccc2c(c1)CCC(=O)N2)Nc1ccc2c(c1)OCCO2
6: O=C(Nc1cccc(C(F)(F)F)c1)C1(c2ccccc2)CC1
7: Cc1ccc(NC(=O)N2CCc3ccccc3C2)c(C)c1
8: COc1ccc(CCNC(=O)c2ccc(COc3ccccc3OC)o2)cc1

Screen / compound no.,1,2,3,4,5,6,7,8
PrPC TRFRET,4,0,-3,-16,-6,-6,-3,-2
FadD28 FP inh,-2.3,-0.6,-1.7,1.1,0.7,-3.3,-0.5,-1.8
TcdB inh,1.7,0.2,2.7,0.0,.,.,-1.0,0.1
BoNT A protease,-0.2,-0.4,-0.3,-0.8,-0.7,-0.4,0.9,-1.3
Y pestis TopoI,4,8,1,-4,-4,-4,-7,-6
BoNT F protease,0,1,-3,-5,-3,-5,-5,-8
CCHFV vOTU inh,0,-4,-1,-6,-7,-7,13,-17
PfHsp40 rescue,-1.8,5.5,.,2.3,-0.1,1.4,-0.6,1.7
Anthrax LF inh2,-11,0,-1,1,-2,-2,3,-8

9: CC(C)c1ccc(-n2cnn(-c3ncccc3[N+](=O)[O-])c2=O)cc1
10: O=C(Nc1ccc2c(c1)OCCO2)c1ccc(Br)cc1
11: CCN(CC)CCSC(=O)C(c1ccccc1)c1ccccc1
12: CCOc1ccc(N2CC(C(=O)Nc3nnc(Cc4ccc(OC)c(OC)c4)s3)CC2=O)cc1 (stereo not given)
13: CN(C)CCCn1c(SCC(=O)Nc2nc(-c3cccc(Br)c3)cs2)nc2ccccc2c1=O
14: CC(C)c1nnc(NC(=O)c2nc(S(=O)(=O)Cc3ccc(F)cc3)ncc2Cl)s1
15: COc1ccc(NC(=O)c2cc(-c3ccco3)on2)cc1
16: COc1ccc(Nc2nc(C)nc3c2nnn3Cc2ccccc2Cl)c(OC)c1

Screen / compound no.,9,10,11,12,13,14,15,16
PrPC TRFRET,-12,10,8,-6,14,-1,10,3
FadD28 FP inh,-2.7,-2.0,-3.1,-0.9,-8.9,-2.6,-2.6,-1.7
TcdB inh,0.8,-0.3,1.4,0.9,1.8,1.3,1.6,-0.4
BoNT A protease,-2.0,.,-0.5,-0.9,-1.7,0.7,-0.4,-2.6
Y pestis TopoI,8,4,12,25,-23,6,4,-8
BoNT F protease,-14,.,-9,2,-29,-2,-6,-12
CCHFV vOTU inh,12,-9,2,-4,-1,1,3,-5
PfHsp40 rescue,0.1,0.2,.,-1.0,-0.8,-2.2,7.5,0.4
Anthrax LF inh2,-6,.,-20,-4,-3,6,-3,-12

17: COc1cccc(CNC(=O)c2nnn(CC(=O)Nc3cc(Cl)ccc3C)c2N)c1
18: O=C(NCc1ccc(F)cc1)c1cc(C2CCCN(C(=O)c3ccc4c(c3)CCO4)C2)on1 (stereo not given)
19: COc1ccc(C(C)(O)c2nc(-c3cccc(F)c3)cs2)cc1 (stereo not given)
20: CCC(C)[C@H](NC(=O)[C@@H]1CSC2c3ccccc3C(=O)N21)C(=O)NCC1CCCO1 (stereo not given in full)
21: COCCNC(=O)C1CCCN(Cc2cccc(C#N)c2)CC1 (stereo not given)
22: NC(=S)N=Nc1c(O)n(Cc2ccc(F)cc2)c2ccccc12
23: O=C(/C=C/c1ccccc1)NNc1ccc(Cl)cc1
24: S=c1[nH]nc(-c2cccs2)n1C1CCCCC1

Screen / compound no.,17,18,19,20,21,22,23,24
PrPC TRFRET,2,0,19,1,-1,-9,10,6
FadD28 FP inh,-1.6,-4.5,-4.5,-3.0,0.0,-3.1,-1.0,-5.3
TcdB inh,0.9,1.4,-7.9,2.8,-2.9,.,0.3,2.7
BoNT A protease,0.7,-1.2,-0.5,-2.2,-0.1,1.0,-1.6,1.6
Y pestis TopoI,-2,21,7,8,9,-7,-3,5
BoNT F protease,2,-17,-7,6,-4,1,-1,-14
CCHFV vOTU inh,4,3,21,1,11,8,15,2
PfHsp40 rescue,0.4,.,.,0.5,.,?,-0.3,.
Anthrax LF inh2,0,-9,-3,-2,-4,0,-5,?

A draw from above in order of formula weight, low to high.
23: O=C(/C=C/c1ccccc1)NNc1ccc(Cl)cc1
22: NC(=S)N=Nc1c(O)n(Cc2ccc(F)cc2)c2ccccc12
19: COc1ccc(C(C)(O)c2nc(-c3cccc(F)c3)cs2)cc1 (stereo not given)
20: CCC(C)[C@H](NC(=O)[C@@H]1CSC2c3ccccc3C(=O)N21)C(=O)NCC1CCCO1 (stereo not given in full)

Screen / compound no.,23,22,19,20
PrPC TRFRET,10,-9,19,1
FadD28 FP inh,-1.0,-3.1,-4.5,-3.0
TcdB inh,0.3,.,-7.9,2.8
BoNT A protease,-1.6,1.0,-0.5,-2.2
Y pestis TopoI,-3,-7,7,8
BoNT F protease,-1,1,-7,6
CCHFV vOTU inh,15,8,21,1
PfHsp40 rescue,-0.3,?,.,0.5
Anthrax LF inh2,-5,0,-3,-2

(continued)
25: O=C1CCC(CCc2nc3ccccc3[nH]2)(c2ccccc2)C(=O)N1 (stereo not given)
26: CCN(C(=O)COC(=O)C1=COCCO1)c1c(N)n(Cc2ccccc2)c(=O)[nH]c1=O
27: CCOc1ccc(N(CC(=O)Nc2ccc(C)c(Cl)c2)S(C)(=O)=O)cc1
28: O=C(c1cc2ccccc2oc1=O)N1CCN(S(=O)(=O)c2ccccc2)CC1
29: NS(=O)(=O)c1cc(C(=O)OCC(=O)NNC(=O)c2ccccc2)ccc1Cl
30: CCc1nnc(NS(=O)(=O)c2ccc(N3C(=O)C4CC=C(Cl)CC4C3=O)cc2)s1 (stereo not given)
31: Cn1ncc(C#N)c1NC(=O)c1cc(-c2ccccc2Cl)on1
32: Cc1ccc(-c2[nH]c3cc(C(N)=O)ccc3c(=O)c2O)cc1

Screen / compound no.,25,26,27,28,29,30,31,32
PrPC TRFRET,2,-1,-1,5,6,2,-3,-30
FadD28 FP inh,-5.3,-2.5,-0.3,-3.3,-2.5,-1.7,0.5,-2.7
TcdB inh,3.0,0.7,0.1,-0.5,2.0,.,.,-0.3
BoNT A protease,-0.3,-0.3,2.6,-1.5,-1.5,1.1,0.0,1.6
Y pestis TopoI,7,3,-2,2,-8,2,-7,-2
BoNT F protease,0,-2,32,-8,1,1,-20,-10
CCHFV vOTU inh,-20,17,-1,2,-9,-3,4,10
PfHsp40 rescue,1.5,0.4,1.9,-1.7,1.0,0.2,-0.9,44*
Anthrax LF inh2,0,-2,2,2,0,-25,-4,0

33: COc1cccc(C(=O)NCc2ccc3c(c2)cc(C)n3C)c1
34: CCOC(=O)c1[nH]c2ccc(OC)cc2c1C(SCC(=O)O)c1ccc(C(F)(F)F)cc1 (stereo not given)
35: CC(=O)Nc1ccc(SCC(=O)NC(=O)c2ccc(Cl)cc2)cc1
36: COc1ccc(N(CC(O)Cn2nnc3ccccc32)S(=O)(=O)c2ccc(C)cc2)cc1 (stereo not given)
37: O=C(Nc1cccc2c1C(=O)NC2=O)c1ccccc1[N+](=O)[O-]
38: COc1ccc(C(=O)c2ccc3oc(-c4ccc(OC)cc4)c(-c4ccc(O)cc4)c3c2)cc1
39: CCCCCOC(=O)Cn1c(=O)oc2ccccc21
40: CNc1cc(-c2cccc(C(=O)N3CCOCC3)c2)ncn1

Screen / compound no.,33,34,35,36,37,38,39,40
PrPC TRFRET,46*,2,1,-6,-12,2,-2,-2
FadD28 FP inh,-0.3,.,-0.4,-1.9,-0.5,-3.4,-0.3,-2.3
TcdB inh,-0.1,0.9,0.4,0.3,0.9,0.1,0.4,0.6
BoNT A protease,75*,1.6,-0.7,0.3,-0.2,0.3,-1.8,0.1
Y pestis TopoI,7,8,7,25,13,3,8,-6
BoNT F protease,-83,16,-2,0,-1,-2,-8,-4
CCHFV vOTU inh,1,-1,-4,9,-17,1,-1,10
PfHsp40 rescue,-0.9,3.2,.,3.2,-1.2,1.7,-2.3,.
Anthrax LF inh2,-50,-20,-1,1,-8,-8,-10,0

41: CCCOc1ccc(N2C(=O)CC(N(CCc3ccc(OC)c(OC)c3)C(=O)c3ccccc3)C2=O)cc1 (stereo not given)
42: CSc1nc(N)c(C(=O)Nc2ccc([N+](=O)[O-])cc2)s1
43: CCn1c(SCC(=O)NC2CCCCC2)nc2c(c1=O)SC(C)C2 (stereo not given)
44: O=C(CC1SC(=Nc2ccccc2)N(Cc2ccccn2)C1=O)Nc1ccc(Br)cc1 (stereo not given)
45: CN(C)c1ccc(C=NCCC2(c3ccccc3)CCOC(C)(C)C2)cc1 (stereo not given)
46: NC(=O)CCCn1c(C(=O)c2ccc(Cl)cc2)c2ccc(C(F)(F)F)cc2[n+]1[O-]
47: C=CCn1c(-c2ccccc2[N+](=O)[O-])n[nH]c1=S
48: CC(C)=CCN1CC[C@@]2(C)c3cc(O)ccc3C[C@@H]1C2C (stereo not given in full)

Screen / compound no.,41,42,43,44,45,46,47,48
PrPC TRFRET,9,-10,-6,0,-1,-6,1,-8
FadD28 FP inh,-2.2,-0.7,-0.9,-6.4,-1.3,-4.2,-5.1,-2.6
TcdB inh,0.3,0.8,.,.,0.3,2.4,0.7,0.0
BoNT A protease,-0.6,2.9,-0.2,0.6,-0.3,1.3,0.1,-0.7
Y pestis TopoI,16,-16,3,3,9,6,3,-5
BoNT F protease,-6,13,3,-7,3,0,5,-8
CCHFV vOTU inh,-10,27,3,28,7,-14,-16,-2
PfHsp40 rescue,-1.8,1.7,-0.5,2.1,-2.3,-1.7,-1.4,0.3
Anthrax LF inh2,5,9,-3,-3,0,12,-4,1

49: C=CCSc1nc2nc(C)cc(C)n2n1
50: O=C(CN1CCN(C(=O)c2ccco2)CC1)Nc1cc(S(=O)(=O)N2CCCC2)ccc1Cl
51: CCC(CO)Nc1ncc([N+](=O)[O-])cc1C#N (stereo not given)
52: N#CCCn1c(C2CCCCC2)nc2ccccc21
53: CC(=O)c1cccc(NC(=O)c2ccc3c(c2)CCCC3)c1
54: O=S(=O)(c1cccc(S(=O)(=O)N2CCCC2)c1)c1cccc(S(=O)(=O)N2CCCC2)c1
55: O=C(Nc1ccccc1N1CCCCC1)C1CCN(S(=O)(=O)c2cccc(C(F)(F)F)c2)CC1
56: CC(=O)Nc1ccc(S(=O)(=O)Oc2cccc(N3C(=O)C4CC=CCC4C3=O)c2)cc1 (stereo not given)

Screen / compound no.,49,50,51,52,53,54,55,56
PrPC TRFRET,7,-2,-21,3,8,1,-1,5
FadD28 FP inh,-1.7,-2.0,-0.4,-3.1,-0.5,-3.2,-2.6,-1.1
TcdB inh,.,0.6,-0.2,.,-0.4,2.6,-0.1,.
BoNT A protease,-1.1,-1.1,-1.2,0.3,.,?,-2.5,-0.7
Y pestis TopoI,5,8,5,-4,18,40,18,-6
BoNT F protease,-3,-12,-4,0,.,-4,-11,-3
CCHFV vOTU inh,-4,-6,-7,2,5,10,23,-10
PfHsp40 rescue,-0.6,.,-0.7,0.0,-0.2,0.0,-0.8,-0.9
Anthrax LF inh2,-4,-2,-1,7,.,-3,-4,-7

57: COc1ccc(-c2cc(C(=O)N3CCN(C(c4ccccc4)c4ccccc4)CC3)no2)cc1OC
58: CCN1CCc2c(C#N)c(N3CCOCC3)nc(NCCO)c2C1
59: CC(C)N=C1NN=C(c2cccs2)C(CC(=O)O)S1 (stereo not given)
60: O=C(Nc1ccc2c(c1)OCO2)c1c[nH]c(=O)n(-c2ccc(F)cc2)c1=O
61: Cc1[nH]n(-c2ccccc2)c(=O)c1C(C[N+](=O)[O-])c1ccc(F)cc1 (stereo not given)

Screen / compound no.,57,58,59,60,61
PrPC TRFRET,5,-13,5,6,1
FadD28 FP inh,-0.3,-2.1,0.1,-1.9,-1.6
TcdB inh,.,.,-4.7,1.4,.
BoNT A protease,-1.8,-0.2,-0.1,1.2,0.8
Y pestis TopoI,30,-1,13,-10,-6
BoNT F protease,-11,-8,-4,-4,2
CCHFV vOTU inh,-8,-13,24,9,-5
PfHsp40 rescue,-0.2,-0.2,0.3,0.7,0.1
Anthrax LF inh2,-4,2,-4,1,-1

Screening data: PubChem, several laboratories
